# Compound activity deposited in PubChem by Broad Institute.
# RAD54 branch: inhibitors of human RAD54 branch migration; AID 602329; RAD54 Holliday junction branch migration, FAM/BHQ fluorescence; inhibition, % at 10.4 µM; 360,000 compounds, 0.14% hits; Q92698;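 active = mean normalized replicate activity at least 40 and at least half of replicates scoring 40 or more; inconclusive = only one of the two criteria met; inactive = mean below 40 and under half of replicates reaching 40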;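 note: 0% = median of neutral control wells and 100% = median of positive control wells; inhibitors cause a drop in the FAM fluorescence signal; in these data hits start at about 50%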
# EWS-Fli block: blocks EWS/Fli oncoprotein-driven transcription; A673 NR0B1-luciferase reporter, viability-normalised; 350,000 compounds, 0.67% hits; inhibition, % at 12.6 µM;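 active = mean inhibition of at least 50% after viability correction, with every replicate also passing that limit; inconclusive = mean reaches 50% but only one of two replicates passes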;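 note: firefly luciferase signal divided by Alamar Blue viability fluorescence both relative to DMSO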
# FN deposition inh: fibronectin deposition inhibition; AH1F fibroblasts, Alexa488-fibronectin deposition fluorescence, overnight; inhibition, % at 12.6 µM; 350,000 compounds, 0.086% hits;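 active = mean inhibition across replicates of 30% or more, regardless of how many single replicates reach that level; inconclusive = mean under 30% yet at least half of replicates reach 30%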;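 note: positive control wells lacked labelled fibronectin entirely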
#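 Measured by – fluorescence 485/525 nm · System – AH1F fibroblast monolayer, labelled fibronectin deposition · Amount – 10000 cells per well · Buffer or medium – serum-reduced DMEM (2% serum) · Doses – single dose, pinned · Also added – fluorescent fibronectin at 24 nM final · Schedule – 1 h cell attachment, overnight exposure to compound and label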
# S100A4 inh HTS: S100A4-myosin IIA interaction inhibition; 360,000 compounds, 0.14% hits; S100A4/TAMRA-MyoIIA peptide fluorescence polarization; inhibition, % at 10.7 µM;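 active = mean inhibition of at least 70% across replicates, with every replicate also reaching that level; inconclusive = mean inhibition reaches 70% but some replicates fall short; inactive = mean inhibition below 70%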
#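 Assay system: human S100A4 monomer with TAMRA-labelled myosin IIA peptide / Buffer or medium: Calcium-containing HEPES buffer, pH 7.2 / Reagent: TAMRA-labelled myosin IIA heavy-chain peptide probe, 5 nM / Compound: one dose per compound / Timing: polarization read 5 min after assay mix addition, stable 5–60 min / Benchmarks: neutral control DMSO, positive control TFP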
# E-selectin induc: E-selectin induction on HUVECs. P16581. 260,000 compounds, 0.37% hits. HUVEC E-selectin immunofluorescence imaging; normalized: neutral wells 0, TNF-alpha wells 100. activation, % at 7.58 µM;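 active = mean E-selectin-positive cell signal at least 10% of the positive control, reached in at least 60% of replicates, without over 20% cell loss; inconclusive = no rule given, readout overlaps actives, possibly toxicity-flagged; inactive = the rest, including those meeting only one limit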;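 note: in these data hits start at about 27%; measured in HUVEC primary endothelial cells; signal is the percent of cells scored E-selectin positive by PE staining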
# Target sequence (P16581 whole entry, looked up): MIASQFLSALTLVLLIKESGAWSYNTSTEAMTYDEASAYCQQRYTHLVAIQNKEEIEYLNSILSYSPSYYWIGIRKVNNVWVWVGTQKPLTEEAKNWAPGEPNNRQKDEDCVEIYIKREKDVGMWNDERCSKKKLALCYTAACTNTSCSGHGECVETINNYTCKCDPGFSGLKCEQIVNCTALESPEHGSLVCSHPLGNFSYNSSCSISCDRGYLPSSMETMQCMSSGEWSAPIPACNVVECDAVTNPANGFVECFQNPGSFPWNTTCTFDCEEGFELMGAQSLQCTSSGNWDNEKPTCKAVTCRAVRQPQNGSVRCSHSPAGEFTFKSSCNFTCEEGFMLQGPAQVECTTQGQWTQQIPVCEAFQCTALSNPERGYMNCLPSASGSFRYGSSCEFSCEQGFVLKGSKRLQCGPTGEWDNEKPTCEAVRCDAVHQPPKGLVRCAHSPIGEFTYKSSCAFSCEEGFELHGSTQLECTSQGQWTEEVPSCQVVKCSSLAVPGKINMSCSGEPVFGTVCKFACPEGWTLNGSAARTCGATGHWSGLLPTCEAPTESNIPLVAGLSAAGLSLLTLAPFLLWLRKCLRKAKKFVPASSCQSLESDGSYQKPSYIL
#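 assay system = HUVEC, human umbilical vein endothelial cells | input = 3,000 HUVEC seeded per well | medium = EGM-2 growth medium on 0.1% gelatin-coated wells | dosing = one compound dose added by pin transfer | signal = immunofluorescence imaging | read-out basis = % PE-positive cells | control set = TNF-alpha, DMSO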
# esBAF inh: inhibitors of esBAF chromatin remodeling in mouse ES cells | reporter increase, % at 12.5 µM | 350,000 compounds, 2% hits | Bmi1-luciferase knock-in reporter, 24 h; 100% = twice the neutral-well signal; in the data active = activation above about 40%; inconclusive = no clear call, values can overlap the other calls;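 note: 0% = median of the plate's neutral control wells and 100% = double that signal; a rise in the Bmi1 reporter signal indicates esBAF inhibition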
# RAD52 inh: blocks human RAD52 DNA annealing. 360,000 compounds, 0.46% hits. inhibition, % at 18.7 µM. P43351. recombinant RAD52 DNA annealing, FRET fluorescence;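 active = every replicate showing at least 50% inhibition; inconclusive = mean inhibition at least 50% but not in every replicate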
# Target sequence (P43351 whole entry, looked up): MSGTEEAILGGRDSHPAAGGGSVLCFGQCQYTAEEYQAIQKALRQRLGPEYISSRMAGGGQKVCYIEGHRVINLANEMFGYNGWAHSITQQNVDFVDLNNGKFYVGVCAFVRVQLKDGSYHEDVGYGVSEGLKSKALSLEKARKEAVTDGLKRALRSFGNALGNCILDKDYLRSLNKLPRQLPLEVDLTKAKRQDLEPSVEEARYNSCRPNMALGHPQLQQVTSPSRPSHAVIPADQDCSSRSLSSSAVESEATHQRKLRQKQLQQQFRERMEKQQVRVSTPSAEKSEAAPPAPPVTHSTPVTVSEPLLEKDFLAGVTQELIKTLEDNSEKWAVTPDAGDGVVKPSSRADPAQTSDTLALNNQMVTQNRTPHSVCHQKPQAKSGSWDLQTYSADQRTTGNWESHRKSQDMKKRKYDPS
# XiGFP reactiv: X-chromosome reactivation activator; XiGFP mouse fibroblasts, % GFP-positive cells imaging, 3 d; cells co-treated with 5-aza-dC sensitizer; scaled so ellipticine positive control = 100%; activation, % at 7.58 µM; 360,000 compounds, 0.055% hits;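 active = mean normalized replicate activation at least 10% and every replicate at or above 10%; inconclusive = only one of the two criteria met; inactive = mean below 10% and not all replicates reach 10%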;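 note: 0% = median of on-plate neutral control wells and 100% = ellipticine 6 µM median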
#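 Material: XiGFP fibroblasts, SV40-immortalized. Buffer or medium: DMEM plus 5-aza-dC sensitizer. Compound: single concentration per compound, delivered by pin transfer. Times: 3 days compound exposure. Controls: ellipticine 6 µM.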
# Active calls of the source: *; ? = inconclusive; . = not tested or not shown; & = joins results of further samples.
nr	SMILES	RAD54 branch	EWS-Fli block	FN deposition inh	S100A4 inh HTS	E-selectin induc	esBAF inh	RAD52 inh	XiGFP reactiv
1	COc1ccc(-c2nc3ccc(C)cn3c2Cc2ccccc2)cc1OC	4	-11	-3	-2	-0.1	-8	-74	-0.1
2	COc1ccc(NC(=O)Nc2ccc3c(c2)C(=O)N([C@H](C)CO)C[C@H](C)[C@H](CN(C)C(=O)C2CCCCC2)OCCCC[C@H](C)O3)cc1	7	6	.	0	0.6	-1	6	-0.1
3	C=CCN(C(=O)c1csnn1)C(C(=O)NC(C)(C)C)c1ccncc1 (configuration not stated)	-3	6	-5	-4	.	5	-23	0.0
4	Nn1c(SCC(=O)Nc2cc(C(F)(F)F)ccc2Cl)nncc1=O	4	-11	-9	-5	-3.4	-10	-4	0.2
5	CC1Cn2c(Cc3ccccc3)nnc2S1 (configuration not stated)	.	-2	6	2	0.0	.	-9	0.0
6	CCOCc1cnc(C)nc1NCC(=O)c1c(C)[nH]c2cc(C)ccc12	8	.	.	-1	.	12	3	.
7	COCCOC(=O)C1=C(C)NC(SCC(=O)NC(C)(C)C)=C(C#N)C1c1ccco1 (configuration not stated)	-15	-1	3	-45	.	2	-7	0.0
8	O=C(Nc1ccc(Cl)cc1)Nc1ccc2c(c1)OCO2	2	.	.	-6	3.6	60*	-10	0.0
9	C[C@@H]1CN([C@@H](C)CO)C(=O)c2cc(NC(=O)Nc3ccc(C(F)(F)F)cc3)ccc2O[C@@H](C)CCCCO[C@H]1CN(C)C(=O)C1CCCCC1	-5	10	.	3	0.4	-6	-14	-0.6
10	O=C(Nc1ccc2nc3n(c(=O)c2c1)CCCC3)c1ccc(Cl)nc1	-4	-17	8	5	-0.1	9	-21	0.0
11	CCN(c1ccc(OC)cc1)S(=O)(=O)c1ccc(-c2cc(C)no2)s1	-4	7	-1	-1	.	-2	-11	0.2
12	S=c1[nH]nc(CN2CCCCC2)n1Cc1ccccc1	.	6	.	-5	.	.	7	0.0
13	CCC1CN(S(=O)(=O)c2ccc3c(c2)NC(=O)CC(=O)N3)c2cc(Cl)ccc2O1 (configuration not stated)	4	4	-5	0	3.2	12	-7	0.2
14	Cc1nn(-c2cccc(Cl)c2)c2nc(C(F)(F)F)[nH]c(=O)c12	.	4	1	7	-0.3	.	0	0.0
15	CCC(C)NC(=O)C(Cc1ccccc1)NS(=O)(=O)c1ccc2c(c1)oc(=O)n2C (configuration not stated)	10	-2	-5	-15	.	2	-3	0.2

# esBAF inh, entries above that show a hit
entry	compound	S100A4 inh HTS	esBAF inh	RAD52 inh
8	O=C(Nc1ccc(Cl)cc1)Nc1ccc2c(c1)OCO2	-6	60*	-10

# (further entries)
nr	SMILES	RAD54 branch	EWS-Fli block	FN deposition inh	S100A4 inh HTS	E-selectin induc	esBAF inh	RAD52 inh	XiGFP reactiv
16	COc1ccc(-c2cc(C(=O)NCCCN3CCOCC3)c3cc(C(C)C)ccc3n2)cc1	0	.	5	-2	.	2	-13	-0.1
17	N#C[C@H]1N[C@H](CO)[C@@H]1c1ccc(C#CC2CCCC2)cc1	-2	-13	-2	-3	0.0	2	-20	0.1
18	CCOP(=O)(OCC)/C(=C/N1CCCCC1)NC(=O)c1ccccc1	-9	-1	-2	-8	17	1	-16	0.0
19	C[C@@H](C(=O)Nc1ccc(SC(F)F)cc1)N1C(=O)C2CCCCC2C1=O (some centres not stated)	-9	-7	-5	-3	0.1	13	-1	0.1
20	COc1cccc(N2CCN(C(=O)c3ccc(Cl)c(NC4=NC5CS(=O)(=O)CC5S4)c3)CC2)c1 (configuration not stated)	10	-3	-1	-8	0.2	-1	-7	0.0
21	COc1ccc(CC(=O)Nc2ccc(C(=O)NC(C)(C)C)cc2)cc1OC	10	-8	4	1	4.2	2	-15	0.0
22	CC(C)(C)c1ccc(C(=O)N2CCC2(C)C(=O)NCc2cccc3ccccc23)cc1 (configuration not stated)	1	6	-6	-5	0.4	-6	-11	-0.1
23	CCCC/C(C)=N/NC(=O)c1cn(-c2ccccc2)nc1-c1ccccc1	-4	-12	-2	4	1.6	3	-17	0.1
24	CCN1C(=O)[C@H]2[C@@H](c3ccc(-c4ccc(OC)cc4)c(OC)c3)N3CCCC[C@@]3(C(=O)OC)[C@H]2C1=O	3	-8	-5	-6	0.0	0	-29	-0.1
25	CCOc1ccc(CCN2C(=O)C(=O)N([C@@H](Cc3ccccc3)CN3CCC[C@H]3CN3C(=O)C(=O)NC[C@@H]3Cc3ccc(O)cc3)C[C@@H]2CC(C)C)cc1	.	0	-7	46	-0.2	.	-9	0.1
26	CCOC(=O)C1(Cc2ccccc2C(F)(F)F)CCN(CC(O)CO)CC1 (configuration not stated)	0	2	.	0	.	-1	-3	0.0
27	CC(C)CC#Cc1ccc([C@@H]2[C@@H](CO)N3C(=O)CN(S(=O)(=O)c4cccc(F)c4)C[C@@H]23)cc1	.	0	-5	-2	0.0	.	-25	0.1
28	CCC1CCCCN1Cc1nc2ccccc2c(=O)n1CC(C)=O (configuration not stated)	-7	-7	-1	1	0.5	-1	-1	-0.1
29	c1ccc(COC2CCCN(Cc3nc(Cc4ccccc4)no3)C2)cc1 (configuration not stated)	.	0	6	1	.	-3	-11	0.0
30	COC(=O)c1cc(C(=O)c2cc(Br)ccc2O)coc1=N	.	6	6	-4	-2.2	.	-18	0.0

# Some entries already given with just S100A4 inh HTS, FN deposition inh and RAD52 inh.
no.	Molecule	S100A4 inh HTS	FN deposition inh	RAD52 inh
17	N#C[C@H]1N[C@H](CO)[C@@H]1c1ccc(C#CC2CCCC2)cc1	-3	-2	-20
18	CCOP(=O)(OCC)/C(=C/N1CCCCC1)NC(=O)c1ccccc1	-8	-2	-16
19	C[C@@H](C(=O)Nc1ccc(SC(F)F)cc1)N1C(=O)C2CCCCC2C1=O (some centres not stated)	-3	-5	-1

# The results go on.
nr	SMILES	RAD54 branch	EWS-Fli block	FN deposition inh	S100A4 inh HTS	E-selectin induc	esBAF inh	RAD52 inh	XiGFP reactiv
31	CCOc1ccccc1NC(=O)C1(S(=O)(=O)c2ccc(Cl)cc2)CC1	-1	4	1	1	0.1	-2	-20	0.1
32	O=C(Nc1ccnn1C1CCN(Cc2cccc(OCCO)c2)CC1)C1CCCC1	-2	8	0	-14	-0.1	-10	-12	0.2
33	COc1ccc(N2CCN(C(=O)c3cccc(S(=O)(=O)N4CCc5ccccc54)c3)CC2)cc1	-1	9	1	-4	-0.1	2	-2	0.0
34	COc1cc(CNC2CCCCCCC2)cc(Cl)c1OCC(N)=O	-6	-1	4	5	1.0	-1	-9	0.0
35	CCCCCC(=O)N=Nc1c(O)[nH]c2ccc([N+](=O)[O-])cc12	.	1	-2	.	-0.7	.	.	0.0
36	Cc1ccc(C=O)c([B-](F)(F)F)c1	14	1	7	1	0.1	-7	25	0.1
37	Cc1c(C(=O)N2CCCCC2)c(S(=O)(=O)N2CCc3ccccc32)c(C)n1C	-3	.	-3	0	0.5	-4	-2	0.0
38	O=C(Nc1ccc(F)cc1)N1C[C@@H]2N[C@H](C1)C2c1ccc(/C=C/c2ccccc2)cc1 (some centres not stated)	.	-2&-2	-2	.	0.0	.	.	0.0
39	COc1ccc(S(=O)(=O)Nc2ccc3c(c2)C(=O)N([C@H](C)CO)C[C@@H](C)[C@H](CN(C)Cc2ccc4c(c2)OCO4)O3)cc1	-15	3	-1	7	0.2	-2	12	0.0
40	CCNc1ccc(N=Nc2c(C)n(C)n(-c3ccccc3)c2=O)cc1	.	-63	-15	2	.	.	-32	0.2
41	O=C(Nc1nc2ccccc2s1)C1CCN(S(=O)(=O)c2cc([N+](=O)[O-])ccc2Cl)CC1	-5	22	-4	0	.	6	-9	0.2
42	COc1ccc(CNC(=O)C2CCN(S(=O)(=O)c3ccc4c(c3)NC(=O)CO4)CC2)cc1	-6	6	-8	0	.	-2	-9	0.1
43	O=C(CSc1nnc(NC(=O)c2ccccc2Cl)s1)NC1CC1	-2	-19	5	-1	-0.1	.	-10	0.0
44	CSc1ncc(CN2CCCCC2C(=O)Nc2ccc(Oc3ccccc3)nc2)cn1 (configuration not stated)	-22	.	-1	-1	-0.1	3	-133	0.0
45	COc1ccccc1CCC(=O)NNC(=O)c1ccccc1	4	-5	0	-3	.	-2	-13	0.1
46	Cc1c(Cl)cccc1NC(=S)C(=C([O-])c1ccc(Cl)s1)[n+]1ccccc1	.	9	-7	-3	0.2	.	-11	-0.1
47	COc1ccc(-c2cn(CC[C@H]3CC[C@@H](NC(=O)Cc4ccccn4)[C@@H](CO)O3)nn2)cc1	5	-5	.	-12	-0.4	-1	-15	0.2
48	O=C(NCCNS(=O)(=O)c1ccc(C(F)(F)F)cc1)N1CCOCC1	.	2	2	-6	9.0	.	-4	0.2
49	CC(=O)Nc1ccc(N(C(=O)c2ccco2)C(C(=O)NC2CCCC2)c2ccc(N3CCOCC3)cc2)cc1 (configuration not stated)	.	1	-3	-5	.	.	-14	0.0
50	COc1ccc(C(=O)NCC2CCCN2S(=O)(=O)c2cccs2)cc1OC (configuration not stated)	-6	3	-1	-3	0.1	0	-9	0.0
51	O=C(NC(=S)Nc1ccccc1N1CCCCC1)c1ccco1	15	18	13	5	-1.1	-4	2	-0.3
52	CO[C@@H]1CN(C)C(=O)c2ccc(NC(=O)NC(C)C)cc2OC[C@H](C)N(C(=O)C2CCC2)C[C@H]1C	0	-3	-5	-38	-0.1	2	-7	0.2
53	C[C@@H](NC(=O)C[C@@H]1C=C[C@@H](NC(=O)CN2CCOCC2)[C@@H](CO)O1)c1ccccc1	-1	-6	-6	-5	-0.3	-3	-2	0.4
54	Cc1ccc(CSc2ccc(-c3ccco3)nn2)cc1	6	-147	-2	-4	.	?	-3	0.1
55	Clc1cccc(CNc2ccn3nc(-c4ccc(OCCN5CCOCC5)cc4)cc3n2)c1	0	18	.	-6	4.1	-3	42	-0.1
56	C/C(=N\NC(=O)Cc1ccccc1[N+](=O)[O-])c1cccnc1	-5	.	.	-3	0.1	-2	-5	0.0
57	COc1cccc(NC(=O)COC(=O)CNC(=O)C2CCCCC2)c1	-1	-2	3	2	.	-2	-14	0.2
58	COCCNC(=O)C1(C)CCCN(Cc2sc(C)nc2C)C1 (configuration not stated)	5	0	2	-3	-0.3	-8	-13	5.2
59	COc1ccc(Nc2c(-c3ccco3)nc3ccc(C)cn23)cc1	5	-22	8	-2	0.2	22	-2	0.0
60	C[C@H](CO)N1C[C@H](C)[C@H](CN(C)C(=O)NC2CCCCC2)Oc2ccc(NC(=O)CCCCCC(=O)Nc3ccccc3N)cc2CC1=O	-8	7	-7	-4	0.7	-4	9	-0.1
